# PrPC surface inh: inhibitors of human cell surface prion protein PrPC, primary screen, cell-based, TR-FRET. actives 0.43% (n = 370,000). TR-FRET read-out. inhibition, % at 13.8 µM. Major prion protein (Homo sapiens), P04156; in the data active = inhibition above about 24%; also: 0% = median of the test wells and 100% = reference compound wells
# CCHF vOTU inh: CCHFV vOTU protease inhibitors, primary screen, biochemical, Pep-AMC substrate, fluorescence. Crimean-Congo hemorrhagic fever virus L polyprotein viral ovarian tumor (vOTU) protease …. inhibition, % at 11.5 µM. actives 0.55% (n = 370,000); in the data active = inhibition above about 30%; also: 0% = vehicle wells with enzyme and 100% = no enzyme wells
# * marks the source's active call; other numbers are inactive results. These rows are one share of the data (hit frequency here may not be typical).
SMILES,PrPC surface inh,CCHF vOTU inh
CC(COc1cccc(Br)c1)CN1CCC(C(O)(c2ccccc2)c2ccccc2)CC1 (configuration not stated),-12,8
Cc1ccc(C2c3c(n[nH]c3C)C(=O)N2c2ccccc2)cc1 (configuration not stated),11,14
CCCC1CCC2(CCC(=O)N2CCO)CC1 (configuration not stated),11,1
CN(C(=O)c1ccc(NC(=O)Cc2cccc(NC(=O)C3CCN(C(=O)CCc4ccccc4)CC3)c2)cc1)C1CC1,-15,7
CCOC(=O)[C@]12CCCC3=C1N(CCC3)C(=O)[C@@H](CC(=O)N1CCC(c3ccccc3)CC1)C2,1,2
CCC(C(=O)NC(C)(C)C)n1c(-c2ccc3c(c2)OCO3)nc2ccccc21 (configuration not stated),3,-6
C=CC[C@@]1(c2ccc(Br)cc2OC)Oc2ccccc2-c2nccnc21,1,-12
Fc1cccc(Cn2ccc3ccc(-c4ccc5ccn(Cc6ccccc6)c5c4)cc32)c1,2,1
Cc1ccc(S(=O)(=O)N[C@@H](C)CO)cc1,0,22
CCCCCN1CCCCC(NC(=O)c2ccccc2C)C1=O (configuration not stated),6,7
CC(c1ccccc1)n1cc(C(=O)NCCCN2CCCC2)nn1 (configuration not stated),2,-4
CC(C)C[C@H]1COc2cc(N3CCCC3)ccc2S(=O)(=O)N1C,12,0
CC1(C(=O)NCc2ccccc2)CSCC(=O)N1CCCn1ccnc1 (configuration not stated),1,1
CC(=O)N1C[C@@H](CO)[C@@H](N(C)C(=O)C(C)(C)C)C[C@H]1c1ccccc1Br,-3,1
COC(=O)[C@]12C[C@H](CC(=O)NCC34CC5CC(CC(C5)C3)C4)C(=O)N(Cc3cccc4ccccc34)C1=C[C@H](C1CCCC1)O[C@@H]2C,3,19
CN1NC(=O)c2ccccc2NC1=S,-7,4
COC(=O)C[C@@H]1CC[C@H]2[C@@H](COc3ccc(NC(=O)NC(C)C)cc3C(=O)N2C)O1,12,11
CCOC(=O)[C@@]12CCCC=C1N(CCc1ccc(Cl)cc1)C(=O)[C@H]2CC(=O)N1CCC(c2ccccc2)CC1,6,9
CN1CCCCC(NC(=O)C(C)(C)C)C1=O (configuration not stated),0,-10
Cc1ccc2cccc(OC(=O)c3cccnc3Oc3ccccc3)c2n1,2,11
N#CCC[C@H]1CC[C@]2(CCCN(Cc3ccc(Cl)cc3)C2)O1,-10,-4
O=C(NC1CCC1)c1ccc(C#CC2CC2)c[n+]1[O-],-4,7
O=C(CSc1nnc(COc2ccccc2)n1-c1ccc(Cl)cc1)Nc1ccccc1-c1ccccc1,12,10
O=C(Nc1ccc2c(c1)OCO2)OC1CCC12CCC(c1ccccc1)CC2 (configuration not stated),8,6
COC(=O)c1cn(-c2ccc3c(c2)[C@]2(CC(=O)N(C)C2c2ccccc2)C(=O)N3CC(C)C)nn1 (some centres not stated),-5,-4

# (further entries)
SMILES,PrPC surface inh,CCHF vOTU inh
COc1ccc(C2CC(=O)C(c3ccc(C)cc3)=CN2Cc2ccccc2)cc1 (configuration not stated),2,4
COC(=O)C[C@H]1CC[C@@H]2[C@H](COc3ccc(NC(=O)c4ccccc4OC)cc3C(=O)N2C)O1,-1,1
O=C(OCc1ccccc1)N1Cc2ccnnc2CC1c1ccccc1-c1ccc(C(F)(F)F)cc1 (configuration not stated),-1,13
CC[C@H](NC(=O)[C@@H](Cc1ccccc1)NC(=O)[C@H]1O[C@@H](n2ccc(=O)[nH]c2=O)[C@H](O)[C@@H]1O)c1ccccc1,9,-4
O=C([C@@H]1C[C@H]1c1ccccc1)N1CC[C@H]2[C@H](CCCN2Cc2cc(F)cc(F)c2)C1,1,6
C#CCNC(=O)C[C@H]1C[C@@]2(C(=O)OC)C(=C[C@H](C(C)(C)C)O[C@@H]2C)N(Cc2ccc(Cl)cc2Cl)C1=O,-1,22
CCCCCCCCN1C(=O)[C@H](CC(=O)NCc2ccc(OC)c(OC)c2)C[C@@]2(C(=O)OCC)CCC=C12,8,28
O=C1[C@@H](CCc2ccccc2)[C@@H]2c3ccccc3C=NN2[C@@H]2c3ccccc3C=NN12,2,6
COC(=O)[C@@]12CCCCC3=C1N(CCC3)C(=O)[C@H]2CC(=O)NCCCCc1ccccc1,3,-2
Nc1[nH]c2ccccc2c1C(=O)NC1CC1,-4,-1
Cc1nc2ccc(C(=O)N3CCN(C(=O)OCc4ccccc4)CC3)cc2n1C1CCCC1,-1,5
CCC(CO)Nc1cccc2c1S(=O)(=O)N(Cc1cn(Cc3ccc(C(F)(F)F)cc3)nn1)Cc1ccccc1O2 (configuration not stated),1,9
Cc1cc(C)cc(N(CC(=O)NC2CCC(C)CC2)S(=O)(=O)c2ccc(C)c(C)c2)c1 (configuration not stated),-6,20
CCCc1nc2c3ccccc3ccn2c1Cc1ccccc1OC,0,4
Cc1ccc2nc(CN(C)C(=O)[C@@H](Cc3ccccc3)NC(=O)[C@H]3O[C@@H](n4ccc(=O)[nH]c4=O)[C@H](O)[C@@H]3O)[nH]c2c1,-3,-6
Cc1cccc(-c2cccc3c4c([nH]c23)[C@@H]2C[C@H](N(C)C(=O)NC3CCCCC3)[C@H]([C@H](C)O)CN2CC4)c1,-10,-10
C#CCNC(=O)C[C@H]1C[C@@]2(C(=O)OC)C(=C[C@H](COCc3ccccc3)O[C@@H]2C)N(Cc2ccco2)C1=O,-3,-8
O=C(OCCCN1CCC2(CCC(c3ccccc3)CC2)C1=O)c1ccccc1 (configuration not stated),8,6
O=C(OC12CCCN(C1)/C(=C/c1cccnc1)C2)c1ccc(F)cc1 (configuration not stated),11,-3
CCCCNc1cccc2c1S(=O)(=O)N[C@H](CC(C)C)CO2,5,16
COC(=O)[C@]12C[C@H](CC(=O)NCCc3ccccc3OC)C(=O)N(Cc3ccccc3)C1=C[C@H](C1CCCC1)O[C@@H]2C,-1,13
COC(=O)C[C@H]1CC[C@@H]2[C@@H](COc3ccc(NC(=O)c4ccno4)cc3C(=O)N2C)O1,-3,14
COC(=O)C1=CN(c2cccc(OCc3ccccc3)c2)C(N)=C(C#N)C1c1ccc(-c2ccccc2)cc1 (configuration not stated),-2,12
CCCCc1c(-c2ccccc2OC)ncn1Cc1c(F)cccc1F,8,2
O=C(COCc1ccccc1)N1CC[C@H]2[C@H](CCCN2Cc2cc(F)cc(F)c2)C1,0,4

# More results.
SMILES,PrPC surface inh,CCHF vOTU inh
COC(=O)C1CN(Cc2ccccc2)CCS(=O)(=O)N1Cc1ccc(OC)cc1 (configuration not stated),11,3
C[C@@H]1OC(c2ccccc2)N(C)[C@H]2C[C@H]3c4[nH]c5cccc(-c6ccccc6)c5c4CCN3C[C@@H]12 (some centres not stated),-6,1
Cc1ccc(S(=O)(=O)N2CC3C(=O)C[C@@H](c4ccccc4Cl)N(S(=O)(=O)c4ccc(C)cc4)C3CC2c2ccccc2)cc1 (some centres not stated),6,6
Nc1ccn(C[C@@H](CO)OCP(=O)(O)O)c(=O)n1,-4,5
COC(=O)[C@]12C[C@H](CC(=O)NCc3ccc(C)o3)C(=O)N(Cc3ccccc3)C1=C[C@H](C(C)(C)C)O[C@@H]2C,8,29
O=C(NCc1ccccc1)C(c1ccccc1F)n1c(=O)c(-c2ccccc2)nc2ccccc21 (configuration not stated),-2,-4
CC(=O)N1CCCN(C(=O)Cn2cnc3ccccc3c2=O)CC1,-5,-4
O=C(C(=O)N1CCC(CNC(=O)c2cccnc2Cl)CC1)c1cc2ccccc2o1,-6,20
CCCCNC(=O)C[C@H]1C[C@@]2(C(=O)OC)C(=C[C@H](C(C)C)O[C@@H]2C2CC2)N(CCC2=CCCCC2)C1=O,8,18
COc1ccc(CNC(=O)CSc2nc3c([nH]2)c(=O)n(C)c(=O)n3C)cc1,-2,6
CCN=C1NC(c2cccc(Cl)c2)C(C(=O)OC)=C(C)N1Cc1ccccc1C(F)(F)F (configuration not stated),-7,-6
CSCCC(c1nc2ccccc2[nH]1)n1c(-c2ccc3ncccc3c2)nc2ccccc21 (configuration not stated),1,3
S=c1[nH]nc(-c2n[nH]c3c2CCC3)n1N=Cc1ccc(Br)s1,1,5
O=C(Cc1cccnc1)N[C@@H]1CC[C@H](CCn2cc(Cc3ccccc3)nn2)O[C@@H]1CO,-4,-2
CCCCOCCCNC(=O)C[C@@H]1C[C@@]2(C(=O)OCC)CCCC=C2N(CCc2ccc(OC)c(OC)c2)C1=O,1,18
COC(=O)[C@]12C[C@H](CC(=O)N3CCCCC3)C(=O)N(Cc3ccccc3)C1=C[C@H](C(C)(C)C)O[C@@H]2C,1,10
O=S1(=O)c2c(cccc2N2CC[C@H](O)C2)O[C@H]2CCN1C2,-4,-2
CCOC(=O)[C@]12CCCCC/C=C\1N(CCc1ccc(Cl)cc1)C(=O)[C@H]2CC(=O)N1CCCCC1,-3,10
COC(=O)[C@]1(C#N)CC(=O)N(Cc2ccc(Cl)cc2)[C@@H]1c1ccc(OC)cc1,-2,-1
Cc1cccc(CCNC(=O)c2ccc3c(c2)ncn3C2CCCCC2)c1,9,8
CCNC(=O)N1CCN(c2ccc(N3CCN(C(=O)NCC)[C@@H](C)C3)c(C)c2)[C@H](C)C1,-7,35*
OC[C@@H]1CC[C@@H]2O[C@H](CCc3ccc(-c4ccc(F)cc4)cc3)[C@@H](n3cc(C4CC4)nn3)C[C@@H]2O1,-2,4
CCOC(=O)[C@@]12CCC3=C1N(CCC3)C(=O)[C@H](CC(=O)N1CCC(c3ccccc3)CC1)C2,-2,0
COC(=O)[C@]12C[C@H](CC(=O)NCc3ccccc3)C(=O)N(Cc3cccc4ccccc34)C1=C[C@H](C(C)C)O[C@@H]2C1CC1,1,12
CCCCCCC12C(=Cc3cc4c(cc31)OCCO4)c1cc(OC)c(OC)cc1C(CC(=O)NCc1ccccc1)N2C(=O)OC (configuration not stated),1,-2

# Given with bars between the fields: part of the list above
SMILES | PrPC surface inh | CCHF vOTU inh
Cc1cccc(-c2cccc3c4c([nH]c23)[C@@H]2C[C@H](N(C)C(=O)NC3CCCCC3)[C@H]([C@H](C)O)CN2CC4)c1 | -10 | -10
C#CCNC(=O)C[C@H]1C[C@@]2(C(=O)OC)C(=C[C@H](COCc3ccccc3)O[C@@H]2C)N(Cc2ccco2)C1=O | -3 | -8
O=C(OCCCN1CCC2(CCC(c3ccccc3)CC2)C1=O)c1ccccc1 (configuration not stated) | 8 | 6
O=C(OC12CCCN(C1)/C(=C/c1cccnc1)C2)c1ccc(F)cc1 (configuration not stated) | 11 | -3
CCCCNc1cccc2c1S(=O)(=O)N[C@H](CC(C)C)CO2 | 5 | 16
COC(=O)[C@]12C[C@H](CC(=O)NCCc3ccccc3OC)C(=O)N(Cc3ccccc3)C1=C[C@H](C1CCCC1)O[C@@H]2C | -1 | 13
COC(=O)C[C@H]1CC[C@@H]2[C@@H](COc3ccc(NC(=O)c4ccno4)cc3C(=O)N2C)O1 | -3 | 14
COC(=O)C1=CN(c2cccc(OCc3ccccc3)c2)C(N)=C(C#N)C1c1ccc(-c2ccccc2)cc1 (configuration not stated) | -2 | 12
CCCCc1c(-c2ccccc2OC)ncn1Cc1c(F)cccc1F | 8 | 2
O=C(COCc1ccccc1)N1CC[C@H]2[C@H](CCCN2Cc2cc(F)cc(F)c2)C1 | 0 | 4
COC(=O)C1CN(Cc2ccccc2)CCS(=O)(=O)N1Cc1ccc(OC)cc1 (configuration not stated) | 11 | 3
C[C@@H]1OC(c2ccccc2)N(C)[C@H]2C[C@H]3c4[nH]c5cccc(-c6ccccc6)c5c4CCN3C[C@@H]12 (some centres not stated) | -6 | 1
Cc1ccc(S(=O)(=O)N2CC3C(=O)C[C@@H](c4ccccc4Cl)N(S(=O)(=O)c4ccc(C)cc4)C3CC2c2ccccc2)cc1 (some centres not stated) | 6 | 6

# Additional records follow.
SMILES,PrPC surface inh,CCHF vOTU inh
CCCNC(=O)N1C[C@H](O)COC[C@@H]2O[C@@H](CC(=O)NCCCN3CCOCC3)CC[C@H]21,-2,1
CC(C)(C)NC(=O)C(c1ccncc1)n1c(=O)c(-c2ccccc2)nc2ccccc21 (configuration not stated),-7,-19
COC(=O)C1(C(=O)OC)C[C@H](c2ccc(OC)cc2)N(Cc2ccccc2OC)[C@@H]1c1ccccc1,1,27
CCCCNC(=O)C[C@H]1C[C@@]2(C(=O)OC)C(=C[C@H](C(C)(C)C)O[C@@H]2C)N(CCc2ccc(OC)c(OC)c2)C1=O,-1,10
CCCCNS(=O)(=O)CC1NCc2ccccc21 (configuration not stated),-5,8
COc1ccc(NC(=O)Nc2ccccc2C(=O)N2CCCC2)cc1OC,-3,-2
Cc1ccccc1NC(=O)COC(=O)c1ccc(Sc2ncn[nH]2)c([N+](=O)[O-])c1,-12,3
Nc1ncnc2c1ncn2[C@@H]1O[C@H](C(=O)N[C@@H](CCc2ccccc2)C(=O)N2CCCN(Cc3cccs3)CC2)[C@@H](O)[C@H]1O,0,-1
Cc1ccc(C(=O)Nc2c(-c3ccccc3)[nH][nH]c2=O)cc1,-5,13
N#Cc1cccc(C(=O)C(=O)N2CCC(Cc3ccccc3)CC2)c1,-5,-2
CC1(C)CC(=O)C=C(c2ccccc2-c2ccc3c(c2)OCO3)C1=O,-13,0
COC(=O)C[C@H]1CC[C@@H](NS(=O)(=O)c2ccc(C)cc2)[C@@H](CO)O1,1,2
CCN(CC)CCNC(=O)c1ccc(NCN2C(=O)NC(c3ccccc3)(c3ccccc3)C2=O)cc1,11,5
Cc1nc2ccc(C(=O)N3c4ccccc4N=C(c4ccc(C(F)(F)F)cc4)C3C(=O)NC(C)(C)C)cc2[nH]1 (configuration not stated),-6,-5
CC(CCN1CCC(C(O)(c2ccccc2)c2ccccc2)CC1)Oc1cccc(F)c1 (configuration not stated),-10,1
C[C@H]1NS(=O)(=O)c2cccc(Cl)c2O[C@@H]1c1ccccc1,-1,-4
c1ccc(Cn2ccc3ccc(-c4ccc5ccn(Cc6cccc(Oc7ccccc7)c6)c5c4)cc32)cc1,1,19
COc1ccc(Cn2ccc3ccc(-c4ccc5ccn(Cc6ccc(OC)cc6)c5c4)cc32)cc1,-8,6
Cc1ccccc1NC(=O)c1cccc2c1-c1ccccc1C2=O,-5,2

# Source: PubChem BioAssay
